ELG1 DNA repair: ELG1-dependent DNA repair inhibition. 330,000 tested, 2.3% active. HEK293T ELG1-luciferase reporter, luminescence, 16 h; DNA damage induced by 5-fluorouridine. Potency, µM (highest dose often 46.1 µM), for the others: top-dose activity change, negative = inhibition, most hits filed as inhibitors; also: potency is read from the fitted curve at half-maximal effect; % is scaled to controls: 0 for no effect and ±100 for the full control effect; nearly all actives have a fitted effect of over 55% in size
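Cells (2,000 per well) received 5-fluorouridine plus test compound or DMSO and were incubated 16 hr at 37 °C, 5% CO2. Luciferase activity was read by luminescence 30 min after ONE-Glo addition; signal suppression marked inhibition of damage-induced ELG1 function.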
TCR activator: T cell receptor activation; primary human leukocytes, anti-CD3, IL-2 HTRF, 48 h; 330,000 tested, under 10 active; Potency, µM (highest dose often 9.22 µM), for the others: top-dose activation of IL-2 secretion, actives largely listed as activators; also: % of control where 0% means no effect
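IL-2 release read by HTRF sandwich (Eu cryptate donor, d2 acceptor, 665 nm emission) after 48 hr exposure of primary human leukocytes to compound together with anti-CD3 beads in the absence of co-stimulatory signals.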
TSG101-PTAP inh: blocks PTAP/TSG101 interaction to inhibit HIV-1 budding; Q99816; Fluorescence polarization, FITC-PTAP peptide / Tsg101 binding; Potency, µM (series often up to 115 µM), for inactives: at the highest dose activity change, negative = inhibition, actives largely listed as inhibitors; 340,000 tested, under 10 active; AID 493005; active = well fitted inhibition curve with a large enough effect in the main read-out, with a control signal flat, not every such curve was filed as active; inconclusive = small, poorly fitted or top-dose-only effect, or effect the other way, or a change in a side signal; inactive = no such curve, though single readings can be large or run the other way; also: potency is read from the fitted curve at half-maximal effect; % of control where 0% means no effect
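FP read-out: FITC-PTAP peptide, 50 nM final, binding Tsg101 binding domain, 10 uM final; 20 min, r.t.; 10 mM HEPES pH 7.5, 0.15 M NaCl, 0.01% Tween 20, 3 mM EDTA, 0.1 mM TCEP.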
Integrin act MD: activates integrin-mediated alleviation for muscular dystrophy; alpha7betagal myoblasts, beta-gal FDG fluorescence, 48 h; Potency, µM (doses to about 38.3 µM), without a hit: top-dose activation, most hits filed as activators; 350,000 tested, 0.064% active; AID 624291;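 also: potency is read from the fitted curve at half-maximal effect; 100% = response of the positive control SU9516; nearly all actives have a fitted effect of over 60% in size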
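Alpha7betagal+/- myoblasts (passage 13) were plated 16-24 hr, then exposed to compounds (1:260 dilution of DMSO stock) for 48 hours at 37C. After MPER lysis, β-galactosidase reporter activity was read as FDG fluorescence (ex 480/em 540) after 30 minutes.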
Mito fusion act: inhibitors of mitochondrial division or activators of mitochondrial fusion; 320,000 tested, 0.23% active; Potency, µM (doses to about 46.1 µM), for the others: at the top dose growth rescue (activation), most hits filed as activators; S. cerevisiae fusion-defective mutant growth rescue, CellTiterGlo 48 h;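 also: potency is read from the fitted curve at half-maximal effect; % of control where 0% means no effect; nearly all actives have a fitted effect of over 45% in size; temperature-sensitive fusion mutants such as fzo1-1 at 37 °C on non-fermentable ethanol glycerol medium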
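Temperature-sensitive fusion-defective S. cerevisiae (e.g. fzo1-1, mgm1-5) were grown with compound in YPEG medium (3% ethanol, 3% glycerol) for 48 hours at 37C. Growth rescue was measured as viability by CellTiterGlo luminescence after 10 minutes at ambient.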
Tb PFK inh: inhibitors of T. brucei phosphofructokinase. O15648. T. brucei PFK, ADP-Glo luminescence. Potency, µM (doses to about 57.5 µM), for inactives: at the top dose activity, negative = inhibition, actives largely listed as inhibitors. 330,000 tested, 0.17% active. AID 485367;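 also: potency is read from the fitted curve at half-maximal effect; 0% = uninhibited 1x PFK enzyme wells and -100% = no-enzyme wells; nearly all actives have a fitted effect of over 60% in size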
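PFK 1.25 nM, F6P 0.5 mM, ATP 0.1 mM, 0.1 M TEA pH 8.0, 5 mM MgCl2, 0.01% Tween20, 0.1% BSA; 45 min RT. ADP-Glo readout. qHTS titration up to 57 uM; curves fitted, compounds curve-classed.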
Eya2 phos inh: inhibitors of human Eya2 phosphatase activity | O00167 | recombinant Eya2, OMFP fluorescence dephosphorylation (OMFP is methylfluorescein phosphate) | Potency, µM (highest dose often 76.9 µM), without a hit: top-dose activity, negative = inhibition, usual class: inhibitors | 330,000 tested, 0.006% active; also: potency is read from the fitted curve at half-maximal effect; % is scaled to controls: 0 for no effect and ±100 for the full control effect
Target sequence (O00167 whole entry, looked up): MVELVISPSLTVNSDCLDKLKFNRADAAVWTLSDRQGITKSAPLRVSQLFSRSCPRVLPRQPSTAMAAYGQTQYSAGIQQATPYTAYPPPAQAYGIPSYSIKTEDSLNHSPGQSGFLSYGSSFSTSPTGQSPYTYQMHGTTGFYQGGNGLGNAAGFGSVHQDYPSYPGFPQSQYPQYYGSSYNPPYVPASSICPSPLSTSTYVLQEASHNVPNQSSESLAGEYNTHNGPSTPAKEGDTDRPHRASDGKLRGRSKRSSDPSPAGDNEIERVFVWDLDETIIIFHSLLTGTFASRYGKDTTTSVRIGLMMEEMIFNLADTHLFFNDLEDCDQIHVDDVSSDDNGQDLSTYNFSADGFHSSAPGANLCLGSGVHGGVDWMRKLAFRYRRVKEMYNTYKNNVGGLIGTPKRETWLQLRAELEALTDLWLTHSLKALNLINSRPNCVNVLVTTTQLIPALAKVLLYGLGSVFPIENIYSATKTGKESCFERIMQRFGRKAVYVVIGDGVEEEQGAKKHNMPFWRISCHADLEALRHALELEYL
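Eya2 (0.2 uM) preincubated 10 min at ambient with compound, then OMFP substrate added at 50 uM; 10 min reaction in 50 mM HEPES pH 7.5, 50 mM NaCl, 5 uM MgCl2, 0.05% BSA, 1 mM DTT. Fluorescence read at Ex 485/Em 525 nm.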
ASM inhibitor: blocks human secretory acid sphingomyelinase. P17405. AID 504937. Potency, µM (top dose mostly 57.5 µM), for the others: at the top dose activity change, negative = inhibition, usual class: inhibitors. placental ASM, HMU-PC fluorogenic substrate, 60 min. 340,000 tested, 0.006% active; also: potency is read from the fitted curve at half-maximal effect
Target sequence (P17405 47-631 limits assumed): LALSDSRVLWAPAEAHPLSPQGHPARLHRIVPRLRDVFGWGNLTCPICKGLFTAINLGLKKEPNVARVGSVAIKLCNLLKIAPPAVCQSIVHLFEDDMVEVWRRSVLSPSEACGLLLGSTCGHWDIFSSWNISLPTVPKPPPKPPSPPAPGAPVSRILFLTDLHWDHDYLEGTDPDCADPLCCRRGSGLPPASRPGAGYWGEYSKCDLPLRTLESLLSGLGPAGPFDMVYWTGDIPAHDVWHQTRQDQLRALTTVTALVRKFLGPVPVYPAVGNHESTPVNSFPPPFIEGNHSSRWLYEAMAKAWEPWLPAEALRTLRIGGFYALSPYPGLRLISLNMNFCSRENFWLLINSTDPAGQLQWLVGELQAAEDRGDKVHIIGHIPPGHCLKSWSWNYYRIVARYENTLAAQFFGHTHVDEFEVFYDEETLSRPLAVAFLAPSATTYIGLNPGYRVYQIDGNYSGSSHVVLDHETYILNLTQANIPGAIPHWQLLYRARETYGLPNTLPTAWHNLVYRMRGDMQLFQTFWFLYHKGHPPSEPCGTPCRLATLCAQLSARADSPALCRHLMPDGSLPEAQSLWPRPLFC
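Steps: dispense placental human ASM, pin compound, wait 10 min at room temperature, add HMU-PC0 substrate at 9 uM final, incubate 60 min at 37 °C, add stop solution raising pH to 10, read fluorescence.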
TSHR antagonist: blocks TSH signaling through the human TSH receptor | P16473 | TSHR-expressing cells, TSH-stimulated cAMP HTRF, 2 h; stronger effect = lower value | activity change, negative = inhibition, % at 11.5 µM | 330,000 tested, 0.2% active | AID 504810;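 active = activity change below a set negative limit, meaning inhibition stronger than a set level, cut at about -70% in these data; inconclusive = activity change between two set negative limits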; also: % is scaled to controls: 0 for no effect and ±100 for the full control effect
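Antagonism was scored as loss of TSH-driven cAMP in TSHR cells, stimulated with 4nM TSH (EC80) for 2 hours at 37 deg C and detected by homogeneous HTRF competition immunoassay.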
A-T KAP1 phos: potential ataxia-telangiectasia treatment; […] A-T fibroblasts, KAP-1 phosphorylation AlphaLISA; neocarzinostatin DNA damage 30 min before lysis; Potency, µM (top dose mostly 57.5 µM), for the others: at the top dose activation, actives largely listed as activators; 320,000 tested, 0.19% active; AID 485349; also: potency is read from the fitted curve at half-maximal effect; % of control where 0% means no effect; nearly all actives have a fitted effect of over 45% in size
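ATM-like activity read as KAP-1 phosphorylation via AlphaLISA donor/acceptor antibody pairs after lysis and 6 hr at 25C. Cells were ATM-null patient fibroblasts ([…], hTERT), dosed 60 min, then exposed to the DSB inducer NCS for 30 min.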
Chronic BCR inh: chronic active BCR signaling inhibition. AID 493014. 340,000 tested, 0.05% active. ABC-DLBCL IkBa-CBG/CBR reporter, luminescence ratio, 4 h. Potency, µM (titrated, usually from 46.1 µM), for the others: at the top dose ratio change, negative = lower green/red ratio, hits mostly inhibitors; active = well fitted inhibition curve with a large enough effect in the signal ratio, with a control signal flat, not every such curve was filed as active; inconclusive = small, poorly fitted or top-dose-only effect, or effect the other way, or a change in a side signal; the % refers to the signal ratio;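 also: potency is read from the fitted curve at half-maximal effect; plate controls were basal doxycycline-induced cells for no effect and cells given 10 µM MG132 for full effect; MG132 reads +100%, hits lower the ratio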
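TMD8 ABC-DLBCL cells carrying doxycycline-inducible green luciferase fused to IkappaBalpha plus unfused red luciferase were exposed to compounds (up to 46 uM) for 4 hrs at 37C. Activity came from the overlap-corrected green/red luminescence ratio.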
Starred values were filed as active, the others as inactive; ? = inconclusive; . = no result given; [ ] = another dose, or the depositor's remark. Unless noted, calls follow the shape of the dose curve; as a rule, active = well fitted curve in the direction sought with a large enough effect; inconclusive = small, poorly fitted or top-dose-only effect, or another doubt; inactive = no such curve, though single readings can be large; an effect the other way counts as inactive or inconclusive.

SMILES	ELG1 DNA repair	TCR activator	TSG101-PTAP inh	Integrin act MD	Mito fusion act	Tb PFK inh	Eya2 phos inh	ASM inhibitor	TSHR antagonist	A-T KAP1 phos	Chronic BCR inh
CON(C)C(=O)CC(CNC(=O)OC(C)(C)C)c1ccc(Cl)cc1 (stereo not drawn)	3%	-2%	3%	-14%	.	13%	2%	5%	10	3%	5%
CCn1ncc(CN2CCC(C(=O)Nc3cccc(-c4cccc(F)c4)c3)CC2)c1C	14%	-4%	-3%	13%	-2%	-13%	-14%	-3%	3	9%	0%
O=C(OCC(=O)N1CCCc2ccccc21)C1CCN(S(=O)(=O)c2cccs2)CC1	8%	2%	-4%	-7%	5%	3%	-9%[15.4 µM]	0%	-1	0%	2%
CC(C)=CC(=O)Nc1ccccc1C(N)=O	-1%	-9%	1%	?	-8%	3%	-2%	2%	85	15%	0%
CCc1ccccc1NC(=O)Cc1cn(C)c2ccccc12	10%	-4%	-3%	0%	-4%[9.22 µM]	-1%	5%	-1%	5	3%	?
COc1ccc(/C=C/C(=O)OCC(=O)N2CCCCCC2)c(OC)c1	2%	0%	-9%	-34%	1%	0%	0%	5%	1	-1%	0%
Cc1cnc(NC(=O)c2c(Cl)cnn2C)s1	29%	14%	-2%	0%	-2%	-5%	-7%	0%	-8	4%	6%
[O-][n+]1c(/C=C/c2ccccc2)ccc2ccccc21	?	2%	-1%	0%	-1%	0%	?	34%	-20	2%	?
Cc1ccccc1NC(=O)CN1C(=O)S/C(=C\c2ccc(-c3cccc(C(=O)O)c3C)o2)C1=O	0%	6%	5%	-7%	1%	6%	17%	52%[activator]	-6	4%	7%
CC(C)N(C(=O)CSc1nnc(Cc2csc(Nc3ccccc3)n2)o1)C(C)C	?	-3%	2%	1%	9%	3%	-21%	-5%	-23	2%	?
COc1ccc(C(=O)C2CCCN(Cc3c(F)ccc(F)c3F)C2)c(OC)c1 (stereo not drawn)	-9%	-5%	-4%	-11%	3%	0%	5%	-2%	-15	8%	-12%
O=S(=O)(NCC1CCCO1)c1ccc(Cl)nc1 (stereo not drawn)	-4%	-18%	2%	1%	8%	-4%	-2%	1%	-11	-5%	13%
COc1cc(NC(=O)c2ccccc2)c(OC)cc1NC(=O)Cc1ccccc1	?	.	0%	11%	3%	-2%	-4%	-2%	-5	2%	3%
CC(C)CCNC(=O)CCCn1c(=O)[nH]c2ccc(Br)cc2c1=O	20%	8%	-6%	12%	2%	2%	1%	2%	18	2%	3%
CC(C)NC(=O)c1ccc(COc2ccc(C(C)(C)C)cc2)o1	-35%	-4%	1%	-30%	24%	-3%	?	-8%	-2	.	?
O=C(N/N=C/c1ccccc1O)c1cc(=O)[nH]c2ccccc12	-6%	-5%[46.1 µM]	.	.	1%	3%	12%	.	-7	3%	?
Nc1nnc(SCC(=O)c2ccc([N+](=O)[O-])cc2)s1	1%	7%	-4%	-8%	16%	3%	0%	-1%	-6	-13%	3%
NC(=S)NN=C1c2cc(OCCN3CCOCC3)ccc2-c2ccc(OCCN3CCOCC3)cc21	?	4%	-4%	-67%[inhibitor]	16%	-2%	-6%	-8%	-6	3%	?
CCOC(=O)[C@H]1[C@H]2COc3ccccc3[C@@H]2N2C(=O)c3cc(C)ccc3NC(=O)[C@@]12C	?	0%	-6%	-1%	23%	0%	1%	-4%	-2	12%	?
NS(=O)(=O)c1ccc(CNC(=O)C2CCCCC2)cc1	0%	.	-2%	-3%[7.66 µM]	1%	-20%	-16%	2%	3	3%	?
Cc1ccccc1NC(=O)Cn1nnc(C(=O)NCc2ccco2)c1N	-24%	9%	-3%	8%	4%	-3%	5%	5%	-6	0%	0%
Cc1ccc(-c2nnn(CC(=O)N(c3ccc4c(c3)OCCO4)C(C(=O)NCC3CCCO3)c3ccc(F)cc3)n2)o1 (stereo not drawn)	-5%	2%	-4%	16%	-5%	-1%	-23%	2%	-2	4%	-2%
C1=CCC(/C=N/n2cnnc2)CC1 (stereo not drawn)	-6%	0%	0%	-9%	-3%	0%	-5%	1%	11	1%	-6%
NS(=O)(=O)c1ccc(N/N=C/c2ccc(C(=O)O)cc2)c([N+](=O)[O-])c1	-5%	-2%	0%	0%	1%	1%	-1%	1%	-8	-9%	.
O=C(CCCN1C(=O)c2cccc3cccc(c23)C1=O)NCc1ccco1	1%	2%	-3%	-4%	-2%	3%	5%	7%	9	6%	?
COc1ccc(NC(=O)CC(Cc2ccc(Cl)cc2)C(=O)O)cc1 (stereo not drawn)	3%	5%	1%	-3%	5%	-10%	3%	6%	15	4%	-9%
COCCN(C(=O)CNC(=O)c1ccco1)C(C(=O)NC1CCCCC1)c1cccs1 (stereo not drawn)	0%	0%[46.1 µM]	-1%	-11%	0%	-2%	-2%	2%	5	.	14%
Cc1ccc(S(=O)(=O)NC2CC(C)(C)NC(C)(C)C2)cc1C	0%	-8%	1%	-23%	2%	-2%	-11%	1%	-14	-6%	9%
Cn1c(Cc2ccc3c(c2)OCO3)nnc1SCC(=O)NC1CCCC1	11%	.	.	.	0%	-6%	-12%	.	5	3%	-3%
Cc1ccccc1NC(=S)N1CCCCCC1	18%	13%	-3%	-31%	-13%	0%	2%	1%	1	11%	0%
COc1ccc(Cc2c(N)nc(C)nc2N)cc1	-7%	.	1%	12%	3%	1%	-10%	0%	0	-1%	1%
COCCn1c(N/N=C(C)/C=C/c2ccccc2)nc2c1c(=O)[nH]c(=O)n2C	4.6µM*	.	.	.	7%	-3%	-14%	.	-6	-5%	-7%
COc1ccc(-n2c(=S)[nH]c3cc(C(=O)NCc4cccnc4)ccc3c2=O)cc1	-12%	-21%	-9%	5%	-7%	-3%	14%	?	-7	13%	-3%
Cc1ccc(S(=O)(=O)NC(CC(=O)NCc2ccco2)c2ccco2)cc1 (stereo not drawn)	5%	-2%	-1%	-22%	1%	-4%	-10%	1%	11	0%	2%
CCc1ccccc1S(=O)(=O)Cc1ccc(C(=O)NCC2CCCO2)o1 (stereo not drawn)	-2%	0%	-1%	6%	-1%	0%	-22%	3%	-8	0%	3%
O=C1COc2ccc(S(=O)(=O)N3CCCCC3)cc2N1	22%	0%	-1%	-10%	3%	-5%	-6%	5%	-3	0%	1%
Oc1cccc(C(=S)N2CCC(Cc3ccccc3)CC2)c1	-17%	-6%	-6%	-14%	3%	-5%	-4%	-4%	0	5%	-20%
Cc1ccc(OCc2nnc(SCC(=O)N3CCOCC3)n2C)cc1	3%	1%	-7%	-19%	0%	8%	-11%	0%	8	-7%	-1%
O=c1[nH]c(/C=C/c2ccc(Br)cc2)nc2c1cnn2-c1ccccc1	15%	.	.	.	-1%	0%	3%	.	-3	1%	6%
Cn1cc(CCC(=O)NC2CC2)c2ccccc21	-4%	6%	-3%	?	-1%	0%	7%	6%	0	0%	3%
CCn1cc(C(=O)O)c(=O)c2cnc(N3CCN(C(=S)NC(=O)c4ccc(F)c(F)c4)CC3)nc21	1%	0%	-3%	3%	-6%	1%	7%	-7%	-4	3%	1%
O=C(Nc1ccc(CN2CCCCC2)cc1)Nc1ccc(Br)cc1Cl	9%	0%	-1%	35%	-1%	6%	12%	-9%	-25	2%	8%
Cc1cccc(OCC(=O)N2CCN(C(=O)COc3ccc(Cl)cc3)CC2)c1	-15%	3%	1%	-17%	16%	-8%	2%	4%	-6	8%	-10%
CCCCOc1ccccc1C(=O)NCCCCCC(=O)O	2%	-7%	-3%	4%	6%	0%	8%	3%	-2	1%	-9%
COc1ccc(S(=O)(=O)N2CCCC(C(=O)N3CCOCC3)C2)cc1OC (stereo not drawn)	3%	0%	-7%	2%	2%	3%	-4%	-3%	5	2%	2%

Source: PubChem (National Center for Advancing Translational Sciences (NCATS))

Random draw from the library; about 3.2% have a hit in one of these screens.
